M5 antag = human M5 muscarinic receptor antagonists, primary screen, CHO cells, Fluo-8 calcium fluorescence | AID 624040, 2012 | 0.59% of 360,000 active | CHO-hM5 cells, ACh EC80 | inhibition, % at 3 µM | Muscarinic acetylcholine receptor M5 (Homo sapiens), P08912;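 active means inhibition above a per-plate cutoff, the mean of that plate's test compounds plus 3 SD, cut at about 27% in these data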;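 further: 0% = acetylcholine EC80 with DMSO and 100% = DMSO without agonist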
Target sequence (P08912 whole entry, looked up): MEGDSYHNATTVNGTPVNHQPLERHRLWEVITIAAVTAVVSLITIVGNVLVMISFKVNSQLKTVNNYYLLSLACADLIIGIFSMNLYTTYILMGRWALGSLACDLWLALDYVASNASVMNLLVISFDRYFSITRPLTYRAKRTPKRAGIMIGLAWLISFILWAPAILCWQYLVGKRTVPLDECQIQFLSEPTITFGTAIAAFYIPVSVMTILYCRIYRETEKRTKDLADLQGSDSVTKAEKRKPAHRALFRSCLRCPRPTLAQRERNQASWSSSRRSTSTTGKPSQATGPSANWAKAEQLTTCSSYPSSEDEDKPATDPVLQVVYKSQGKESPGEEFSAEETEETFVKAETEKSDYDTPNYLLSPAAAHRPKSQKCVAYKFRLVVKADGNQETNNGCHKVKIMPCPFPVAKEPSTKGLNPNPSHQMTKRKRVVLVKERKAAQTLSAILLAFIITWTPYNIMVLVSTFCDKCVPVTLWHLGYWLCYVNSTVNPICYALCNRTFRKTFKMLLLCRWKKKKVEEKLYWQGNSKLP
M5 PAM = human M5 muscarinic receptor positive allosteric modulators, primary screen, CHO-K1 cells, Fluo-8 calcium fluorescence; Muscarinic acetylcholine receptor M5 (Homo sapiens), P08912; CHO-K1 hM5, ACh EC20 PAM; 0% = ACh EC20, 100% = ACh EC100; activation, % at 3 µM; 0.3% of 360,000 active; AID 624038, 2012;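 active means activation above the run cutoff, the mean activation of all test compounds plus 3 SD, cut at about 18% in these data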
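System: CHO-K1 hM5 cells. Reagent: acetylcholine, EC20 level. Compound dosing: single dose, 3 µM nominal final test concentration. Timing: Post-acetylcholine fluorescence recording 140 s. Detection: Fluo-8 calcium fluorescence. Read-out: % activation, ACh-normalized. Benchmarks: ACh EC20 and EC100 wells. Repeats: singlicate, one well per test compound.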
TAAR1 ag = human TAAR1 agonists, primary screen, Fluo-8 calcium fluorescence, CHO RD-HGA16 cells | activation, % at 3 µM | vehicle wells 0%, saturating PEA agonist 100% | 0.99% of 360,000 active | AID 624467, 2012;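 active means activation above the mean activation of all test compounds in the run plus 3 SD, cut at about 38% in these data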
Target sequence (Q96RJ0 whole entry, looked up): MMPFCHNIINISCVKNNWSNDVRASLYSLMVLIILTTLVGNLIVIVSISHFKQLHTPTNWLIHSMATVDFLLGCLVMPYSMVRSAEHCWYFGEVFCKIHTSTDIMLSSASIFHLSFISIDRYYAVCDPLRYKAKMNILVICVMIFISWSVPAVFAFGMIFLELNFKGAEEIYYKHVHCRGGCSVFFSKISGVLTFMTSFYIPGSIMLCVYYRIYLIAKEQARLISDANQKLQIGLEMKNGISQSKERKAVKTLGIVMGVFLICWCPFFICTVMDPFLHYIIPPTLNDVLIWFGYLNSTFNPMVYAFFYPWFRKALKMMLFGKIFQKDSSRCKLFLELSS
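Test system: RD-HGA16 (CHO) cells co-expressing Gα16 and hTAAR1 | Doses: Single dose, 3 µM | Schedule: 17-24 h seeding, 75 min 37 °C dye, 30 min RT | Evaluation: % activation from peak over basal fluorescence ratio, DMSO-to-PEA scaled | Technique: Kinetic Fluo-8 calcium fluorescence | Benchmarks: Low control DMSO, high control PEA (EC100)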
CRFBP-R2 block = antagonists of CRF-BP/CRF-R2 complex, primary screen, cell-based, HEK293, calcium dye fluorescence, uHTS; CRF-induced calcium fluorescence; inhibition, % at 11.8 µM; 0.59% of 350,000 active; AID 588475, 2011;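 active means inhibition of the ligand-induced calcium signal above about 50% at the single tested concentration, limit read from the data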
CRFBP-R2 agonist = agonists of CRF-BP/CRF-R2 complex, primary screen, cell-based, HEK293, calcium dye fluorescence, uHTS. CRF-binding protein / CRF receptor 2 complex (human). activation, % at 13.2 µM. calcium dye fluorescence (FLIPR); percent of saturating CRF peptide response. 0.46% of 350,000 active;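 active means activation of at least 50%, plus an integration ratio under a set limit after plate pattern correction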;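 further: plate controls were neutral control wells without compound for no effect and CRF at EC100 for full effect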
TAAR1 antagonist = human TAAR1 antagonists, primary screen, Fluo-8 calcium fluorescence, CHO RD-HGA16 cells. inhibition, % at 3 µM. antagonist. 1.5% of 360,000 active. Trace amine-associated receptor 1 (Homo sapiens), Q96RJ0. AID 624466, 2012;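 active means inhibition above a per-plate cutoff, the mean inhibition of test compounds on that plate plus 3 SD, cut at about 49% in these data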;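 further: 0% = DMSO plus EC80 beta-PEA response and 100% = DMSO alone without agonist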
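Material: RD-HGA16 CHO cells with stable hTAAR1 and Gα16; Dosing: single nominal final test compound concentration of 3 µM; Schedule: seeding 17-24 h prior, 75-min 37 °C, 30-min RT dye loading; Detection: kinetic Fluo-8 calcium fluorescence measurement; Measure: % inhibition from peak post-agonist over basal fluorescence ratio; Benchmarks: vehicle and agonist controls.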
M4 PAM = human M4 muscarinic receptor positive allosteric modulators, primary screen, CHO-K1 cells, Fluo-8 calcium fluorescence; Muscarinic acetylcholine receptor M4 (Homo sapiens), P08173; CHO-K1 hM4/Gqi5, ACh EC20; 0% = ACh EC20, 100% = maximal ACh; activation, % at 3 µM; 0.4% of 360,000 active;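 active means activation above its plate's cutoff, the mean activation of sample wells plus 3 SD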; further: some results filed as inactive read as strong as hits
M5 ag = human M5 muscarinic receptor agonists, primary screen, CHO-K1 cells, Fluo-8 calcium fluorescence. activation, % at 3 µM. 0.19% of 360,000 active. AID 624037, 2012. CHO-K1 hM5 cells; 0% DMSO wells, 100% maximal acetylcholine response;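 active means activation above the run's mean over test compounds plus 3 SD, cut at about 23% in these data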;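 further: signal is peak over basal fluorescence ratio across the kinetic read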
CHO-K1 Ca PAM = nonselective calcium activators in parental CHO-K1 cells, primary screen, counter-screen for M1 PAM project, cell-based, Fluo-8 calcium fluorescence, full deck, 1536-well | AID 602247, 2012 | ATP EC20; 0% at ATP EC20, 100% at ATP max | activation, % at 3 µM | 0.02% of 360,000 active;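 active means activation above the run cutoff, the mean activation of all test compounds plus 3 SD, cut at about 40% in these data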;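 further: peak over basal fluorescence ratio in a 140 s read after ATP addition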
Active calls of the source: *; nt = no result given.

SMILES | M5 antag | M5 PAM | TAAR1 ag | CRFBP-R2 block | CRFBP-R2 agonist | TAAR1 antagonist | M4 PAM | M5 ag | CHO-K1 Ca PAM
CCOc1ccc(NC(=O)CC(C)S(=O)(=O)c2ccc3c(c2)NC(=O)CO3)cc1 (stereo not drawn) | 6 | -5 | 3 | -16 | -2.0 | -10 | 0 | -4 | -2
Cc1ccc(C(=O)NC2CC3CCCC(C2)N3C(=S)NCc2ccco2)cc1 (stereo not drawn) | -14 | 2 | 7 | 7 | -3.7 | -6 | 21* | -6 | 11
O=C(Cn1ccc2cc(S(=O)(=O)N3CCCCC3)ccc21)NCc1ccccc1F | 1 | 3 | 8 | -2 | 1.6 | -5 | -7 | 0 | 5
COc1ccc(CCNC(=O)CN2C(=O)c3ccccc3S2(=O)=O)cc1OC | -1 | -2 | 2 | 3 | -0.1 | -18 | 5 | 0 | 16
COc1ccc(CCC(C)N2CCOCC2)cc1 (stereo not drawn) | 0 | 1 | 3 | -18 | 13 | -12 | -3 | -10 | 1
C[C@H](c1ccccc1)N1C[C@@H](COCc2ccccc2)Oc2cc(N3CCC[C@@H]3CO)ccc2S1(=O)=O | 13 | -6 | 3 | nt | nt | -1 | 5 | 5 | -12
CCOc1ccc(-c2cc(CCCC(=O)NCCCOC)no2)cc1 | -2 | -5 | 4 | -24 | -2.6 | 0 | -3 | 1 | 5
Cc1ccccc1NC(=O)Cc1nc(COC(=O)CCNS(=O)(=O)c2ccccc2)cs1 | 4 | -5 | 1 | 6 | -0.2 | -3 | -2 | 0 | -2
COc1ccc(NC(=S)N(CCc2c(C)[nH]c3ccc(C)cc23)Cc2cccnc2)cc1 | -4 | 1 | 0 | 19 | -0.5 | 12 | 2 | -2 | 25
CC(=O)Nc1cc(-c2cccc(N)c2)cn2c(-c3ccccc3)cnc12 | 8 | -9 | 0 | nt | nt | 28 | 2 | -1 | -12
COc1ccc(-c2nnc(SCC(=O)c3ccc[nH]3)n2-c2ccccc2)cc1 | -3 | 0 | -1 | -12 | 3.0 | -12 | 2 | -3 | 23
CCN(CCNC(=O)C1CCN(Cc2nc(-c3ccc(Cl)cc3)oc2C)CC1)c1ccccc1 | 11 | -5 | 13 | -89 | 48 | 6 | -15 | -1 | 17
CCOC(=O)c1c(-c2cccc([N+](=O)[O-])c2)csc1NC(=O)CCCOc1ccccc1OC | 7 | -3 | 4 | 31 | 1.9 | 27 | -2 | -1 | -8
Cc1cccc(NC(=O)COc2cccc3c2CCNC3=O)c1 | 5 | -5 | 3 | 0 | -0.3 | 16 | -1 | 2 | 11
COc1ccc(CNC(=O)C2C3C=CC4(CN(Cc5cccnc5)C(=O)C24)O3)cc1 (stereo not drawn) | 3 | -5 | 0 | 9 | -1.0 | 7 | 6 | -7 | 26
Cc1sc(NC(=O)CN2CCCC2)nc1-c1ccc2c(c1)CCN2C(=O)c1cccc(F)c1 | 8 | -2 | 4 | -1 | 1.6 | 0 | -1 | -2 | 11
CC(CCCC(C)(C)O)NC(=O)c1cc(COc2ccc3ncccc3c2)on1 (stereo not drawn) | 18 | -23 | 9 | -6 | 1.3 | 17 | -6 | 13 | -10
O=C(Nc1ccc([N+](=O)[O-])cc1Br)c1cc2ccccc2nc1Cl | -6 | 8 | -2 | -2 | -0.5 | -3 | 4 | 1 | 20
COc1ccc(-c2csc(C(O)c3cccnc3)n2)cn1 (stereo not drawn) | -3 | -4 | 1 | nt | nt | -7 | 7 | 0 | -10
COC(=O)[C@]1(Cc2ccccc2)N[C@H](CN(C)C(=O)Nc2ccc(C(F)(F)F)cc2)[C@@H]2C(=O)N(Cc3ccccc3)C(=O)[C@@H]21 | 3 | 0 | 2 | 9 | 8.5 | -12 | 6 | -1 | -1
COc1cc(OC)cc(C(=O)Nc2ccccc2NC(C)=O)c1 | -6 | -1 | 13 | 6 | -1.4 | -1 | 0 | -4 | -8
Cc1c[n+]([O-])cc(C)c1[N+](=O)[O-] | 5 | 11 | 2 | -11 | 4.7 | -14 | 3 | 1 | 12
COCCNC(=S)NNc1cccc(C(=O)O)c1 | 6 | 0 | 1 | -8 | -1.4 | -15 | 0 | 1 | -8
O=C(CNC(=O)c1ccc2ccccc2c1)NCc1ccc(F)cc1 | 7 | -3 | 4 | 2 | -1.1 | -18 | 1 | -3 | -14
CC(C)CN1CCNC(=O)C1CC(=O)NCCCN1CCCc2ccccc21 (stereo not drawn) | 5 | -1 | 2 | 1 | 0.9 | 8 | -2 | 1 | 20
O=C(c1ccco1)N1CCN(C2CC(=O)N(c3ccccc3)C2=O)CC1 (stereo not drawn) | 4 | 1 | 6 | 31 | -4.2 | 1 | 6 | -2 | 13
COc1ccc(O)c(C(=O)c2cnc3c(c2)c(-c2ccc(F)cc2)c(C#N)c(=O)n3C)c1 | 7 | 0 | 2 | -18 | -1.4 | -38 | -9 | -4 | 10
Cc1cc(C)n(CC(=O)NNC(=O)CCNC(=O)c2ccccc2Cl)n1 | -1 | 3 | 1 | 0 | 1.8 | -15 | 15 | 2 | 5
Cc1ccc(NC(=O)CN(CCc2ccccc2)S(C)(=O)=O)cc1 | -14 | -2 | 0 | 3 | 0.7 | 7 | 0 | 6 | 11
Cc1cc(C)cc(NC(=O)CSc2nnc(Cn3c(=O)sc4ccccc43)n2C)c1 | -4 | -4 | -1 | -5 | -0.3 | -17 | -3 | 0 | 0
COc1ccccc1CNC(=O)CN(c1ccc(C)cc1)S(=O)(=O)c1c(C)noc1C | 10 | -7 | 3 | 22 | -0.8 | 31 | -1 | -4 | -12
CCOC(=O)N1CCN(C(=O)c2c[nH]c3ccc(S(=O)(=O)N(C)c4ccc(F)cc4)cc3c2=O)CC1 | 7 | 3 | 0 | -4 | 0.3 | 4 | 3 | -7 | 12
COc1ccc(N2CCN(c3cc(C)c4ccccc4n3)CC2)cc1 | 10 | 4 | 2 | -20 | 1.0 | -15 | 6 | 11 | 5
O=C(NC(=S)NCc1ccncc1)c1ccccc1 | -2 | 0 | 5 | 16 | -1.2 | -1 | 9 | 1 | 8
O=C(Nc1ccccc1N1CCCCC1)c1ccc(-c2cc(Cl)ccc2Cl)o1 | 5 | 4 | 4 | -1 | -0.4 | -16 | 0 | 4 | -13
O=C(/C=C/c1ccccc1[N+](=O)[O-])N1CCCCC1 | 9 | -2 | 4 | 2 | 1.0 | -8 | -7 | -5 | 7
Cc1ccc2nc(SCC(=O)NC3CC3)[nH]c2c1 | 8 | -2 | 3 | -10 | 3.0 | -17 | 8 | -4 | -2
COc1cc(C(=O)CCc2ccc3c(c2)OCO3)cc(OC)c1OC | 9 | 5 | 1 | 24 | -3.3 | 3 | 1 | 1 | 13
O=C(CNC(=O)c1cccc(Br)c1)N/N=C/c1cc(Br)cc(Br)c1O | -5 | -2 | 1 | -1 | 0.9 | 5 | 1 | 3 | 4
COc1cc(NC(=O)C(F)(F)F)cc(OC)c1 | -5 | 9 | 3 | 26 | 0.2 | 14 | 2 | 0 | 18
O=C(NC1CCCCCCC1)c1ccc(CNc2c(N3CCOCC3)c(=O)c2=O)cc1 | 4 | -1 | 0 | 4 | 0.5 | 3 | -2 | -4 | 12
COc1cc(C(=O)OCC(=O)NC(=O)c2cccn2C)ccc1OC(F)F | 4 | -4 | 1 | -19 | 2.0 | -12 | -6 | -11 | 7
COc1cc(C(=O)Nc2ncccc2C)ccc1OCC(=O)N1CCOCC1 | 3 | 4 | 4 | 13 | 0.7 | -13 | 6 | 4 | 16
CC(C)COc1cccc(C(=O)NNC(=O)C2COc3ccccc3O2)c1 (stereo not drawn) | 7 | -1 | 2 | -1 | 0.4 | -14 | 1 | -3 | -20
CCc1noc(C)c1C(=O)NC1CC(C)(C)Cc2c1cnn2-c1ccccc1 (stereo not drawn) | -5 | 7 | -1 | nt | nt | 1 | 8 | -3 | 13

Sorted by value in M5 ag (lowest first): some entries from above.
| mol | M5 ag |
| --- | --- |
| COc1cc(C(=O)OCC(=O)NC(=O)c2cccn2C)ccc1OC(F)F | -11 |
| O=C(NC1CCCCCCC1)c1ccc(CNc2c(N3CCOCC3)c(=O)c2=O)cc1 | -4 |
| CC(C)COc1cccc(C(=O)NNC(=O)C2COc3ccccc3O2)c1 (stereo not drawn) | -3 |
| COc1cc(C(=O)Nc2ncccc2C)ccc1OCC(=O)N1CCOCC1 | 4 |

Some of these compounds in order of length of the SMILES, falling:
SMILES | M5 antag | M5 PAM | TAAR1 ag | CRFBP-R2 block | CRFBP-R2 agonist | TAAR1 antagonist | M4 PAM | M5 ag | CHO-K1 Ca PAM
Cc1ccccc1NC(=O)Cc1nc(COC(=O)CCNS(=O)(=O)c2ccccc2)cs1 | 4 | -5 | 1 | 6 | -0.2 | -3 | -2 | 0 | -2
O=C(CNC(=O)c1cccc(Br)c1)N/N=C/c1cc(Br)cc(Br)c1O | -5 | -2 | 1 | -1 | 0.9 | 5 | 1 | 3 | 4
COc1ccc(CCNC(=O)CN2C(=O)c3ccccc3S2(=O)=O)cc1OC | -1 | -2 | 2 | 3 | -0.1 | -18 | 5 | 0 | 16
COc1cc(C(=O)Nc2ncccc2C)ccc1OCC(=O)N1CCOCC1 | 3 | 4 | 4 | 13 | 0.7 | -13 | 6 | 4 | 16
COc1cc(OC)cc(C(=O)Nc2ccccc2NC(C)=O)c1 | -6 | -1 | 13 | 6 | -1.4 | -1 | 0 | -4 | -8
COc1ccc(-c2csc(C(O)c3cccnc3)n2)cn1 (stereo not drawn) | -3 | -4 | 1 | nt | nt | -7 | 7 | 0 | -10
